# Efflux pump inh = blocks antifungal efflux pumps in multiplex yeast assay; S. cerevisiae Candida pump triplex, Nile Red efflux; inhibition, % at 10 µM; 330,000 tested, 0.44% active; AID 485275;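 active = plate passing quality check with inhibition over a set limit, or well fluorescence over plate mean plus 4 SD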;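 also: Nile Red retained in pooled yeast measured as flow cytometry median fluorescence; 0% = buffer negative control and 100% = Enniatin B positive control; higher means more Nile Red kept so more efflux inhibition; some compounds called inactive have numbers as strong as hits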
# ZTA counter = blocks Epstein-Barr virus ZTA, an EBNA-1 counter-screen. inhibition, % at 11 µM. 320,000 tested, 0.15% active. P03206. ZTA-DNA binding, fluorescence polarization; in the data active = inhibition above about 33%
# BCLXL inh = Bcl-xL (human) inhibition. Q07817. GST-Bcl-xL / FITC-Bim BH3 peptide fluorescence polarization. inhibition, % at 10.9 µM. 320,000 tested, 0.7% active. AID 2129;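 active = inhibition above the mean of all tested compounds plus 3 SD, cutoff set per campaign, cut at about 30% in these data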;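 also: 0% = DMSO wells and 100% = unlabeled Bim-BH3 peptide competitor; inhibitors lower millipolarization by displacing the labeled peptide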
# Target sequence (Q07817 whole entry, looked up): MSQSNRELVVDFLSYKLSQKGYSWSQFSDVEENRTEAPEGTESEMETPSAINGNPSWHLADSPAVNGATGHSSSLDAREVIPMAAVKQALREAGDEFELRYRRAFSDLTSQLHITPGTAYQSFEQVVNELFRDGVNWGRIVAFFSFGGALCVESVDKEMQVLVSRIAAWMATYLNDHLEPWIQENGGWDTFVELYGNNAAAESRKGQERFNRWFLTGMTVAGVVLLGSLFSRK
# Fam108B counter = blocks mouse Fam108B hydrolase in RBBP9 counter-screen; recombinant Fam108B, FP-Rh probe fluorescence polarization; 300,000 tested, 0.33% active; AID 1947; inhibition, % at 9.51 µM;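 active = inhibition above the screen mean inhibition plus 3 SD, computed separately per campaign, cut at about 18% in these data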;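 also: inhibitors lower polarization as less probe binds the enzyme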
# GLD-1 TGE inh = GLD-1-TGE RNA interaction inhibition (C. elegans). Q17339. purified GLD-1 + fluorescein TGE RNA, fluorescence polarization. inhibition, % at 5.96 µM. 320,000 tested, 0.44% active;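 active = percent inhibition above a per-plate cutoff, the plate mean of test compounds plus 3 SD, cut at about 30% in these data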;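 also: 0% = DMSO wells with GLD-1 and probe and 100% = wells lacking GLD-1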
# Target sequence (Q17339 whole entry, looked up): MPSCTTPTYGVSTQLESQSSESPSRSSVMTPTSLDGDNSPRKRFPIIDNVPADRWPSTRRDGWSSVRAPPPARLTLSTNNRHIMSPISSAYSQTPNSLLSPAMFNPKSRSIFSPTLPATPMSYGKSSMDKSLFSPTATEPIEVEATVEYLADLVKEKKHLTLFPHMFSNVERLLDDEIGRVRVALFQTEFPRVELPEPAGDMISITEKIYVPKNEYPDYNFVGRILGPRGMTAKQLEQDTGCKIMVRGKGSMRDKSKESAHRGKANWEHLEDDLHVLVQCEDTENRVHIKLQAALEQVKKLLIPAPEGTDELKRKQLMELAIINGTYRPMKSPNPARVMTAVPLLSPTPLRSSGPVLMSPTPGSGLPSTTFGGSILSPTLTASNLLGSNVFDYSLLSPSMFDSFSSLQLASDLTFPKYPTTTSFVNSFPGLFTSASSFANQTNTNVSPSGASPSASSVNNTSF
# EBNA-1 inh = blocks EBNA-1 binding to DNA | EBNA-1 DNA binding, fluorescence polarization | inhibition, % at 14.8 µM | 300,000 tested, 0.34% active; in the data active = inhibition above about 28%
# MCL1 BIM primary = disrupts human MCL1 binding to BIM-BH3 peptide; GST-MCL1 / FITC-Bim-BH3 fluorescence polarization; inhibition, % at 10.9 µM; 320,000 tested, 0.68% active;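 active = inhibition above the mean inhibition of all tested compounds plus 3 SD, set per campaign, cut at about 40% in these data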;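 also: 0% = DMSO wells and 100% = unlabeled Bim-BH3 peptide control; higher means more loss of mP so more displacement of Bim peptide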
# Target sequence (Q07820 whole entry, looked up): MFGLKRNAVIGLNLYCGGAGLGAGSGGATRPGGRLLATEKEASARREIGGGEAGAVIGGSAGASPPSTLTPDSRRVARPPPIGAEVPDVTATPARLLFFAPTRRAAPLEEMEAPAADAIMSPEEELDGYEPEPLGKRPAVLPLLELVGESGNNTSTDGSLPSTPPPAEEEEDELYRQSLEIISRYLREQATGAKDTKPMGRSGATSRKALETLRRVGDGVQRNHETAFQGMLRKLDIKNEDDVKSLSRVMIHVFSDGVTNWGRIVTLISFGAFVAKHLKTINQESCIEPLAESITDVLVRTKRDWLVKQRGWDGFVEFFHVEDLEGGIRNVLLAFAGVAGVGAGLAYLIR
# MEX-5 binding = C. elegans MEX-5 TCR-2 RNA binding activity; Q9XUB2; MEX-5/FITC-TCR2 RNA binding, fluorescence polarization; hits give low values; activity score (negative = inhibition of binding), % at 10 µM; 300,000 tested, 0.38% active;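 active = inhibition past about -25% in most replicates, and total fluorescence under double the plate's negative control median, limit read from the data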;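 also: 0% = DMSO and -100% = 5 µM competing unlabeled TCR2 RNA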
# Yeast superoxide = lowers age-related superoxide in aged yeast cells; S. cerevisiae aged cells, superoxide DHE fluorescence; hits give low values; superoxide response (% of plate mean), % at 10 µM; 330,000 tested, 0.18% active; AID 2690;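 active = superoxide response under a set limit, about three screen SD below normal, cut at about 65% in these data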;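 also: yeast aged for seven days with compound at 30 °C before DHE staining; 100% = average MFI of all compound-treated wells on the plate with controls excluded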
# The depositor's hits bear a star; . = no result given. Compounds as they come; about 2.3% have a hit in one of these screens.
SMILES,Efflux pump inh,ZTA counter,BCLXL inh,Fam108B counter,GLD-1 TGE inh,EBNA-1 inh,MCL1 BIM primary,MEX-5 binding,Yeast superoxide
CS(=O)(=O)N(Cc1ccc(C(=O)NC2CCCCC2O)cc1)c1ccccc1 (stereo not drawn),-0.1,-4.8,6.6,1.4,-0.9,-4.3,3.5,2.7,98.6
Cc1ccc(S(=O)(=O)N2CCN(CCC#N)CC2)cc1,-0.4,0.8,10.2,7.0,8.7,6.1,-5.4,-0.6,116.6
Fc1ccc(-n2cnnn2)c(F)c1,-0.1,-14.2,2.9,-0.1,2.1,7.2,4.3,-2.6,114.1
Cc1ccc(-c2ccc(=O)n(CC(=O)Nc3ccc4c(c3)OCCO4)n2)cc1,0.1,3.0,0.2,-6.8,-4.0,-10.8,0.9,1.1,89.9
COc1cccc(CC2(CO)CCCN(Cc3ccccc3-c3ccco3)C2)c1 (stereo not drawn),0.0,4.3,1.6,0.2,-2.9,-0.5,1.1,1.1,101.2
COc1ccccc1C(=O)NNC(=O)C(=O)Nc1cccc(Cl)c1C,0.1,9.6,-3.9,-4.9,0.8,2.3,1.4,0.1,155.2
COC(=O)c1cc(NS(=O)(=O)c2ccc(C)c3ccccc23)ccc1N1CCOCC1,0.1,3.8,1.9,-3.8,0.7,-6.6,1.0,-1.0,108.0
O=C(Nc1ccccc1C(=O)N1CCOCC1)C1CC(=O)N(c2ccc(F)cc2)C1 (stereo not drawn),-1.3,0.3,2.5,-3.4,2.6,3.1,2.4,-0.3,89.4
C=CCNC(=O)c1onc(CSc2ccccc2)c1C(=O)O,.,-11.3,4.9,1.2,9.8,5.8,8.2,-1.2,.
O=C1NC2(CCCCC2)C(=O)N1/N=C/c1ccccc1Br,0.0,-2.5,0.7,0.6,2.5,-8.1,2.5,-1.5,90.9
CCOc1ccc(CCNC(=O)C2CC(=O)N(CCc3ccccc3)C2)cc1OCC (stereo not drawn),0.1,-12.1,11.4,3.8,-1.3,-10.7,8.4,-1.1,75.1
COc1ccc2cc(CCNS(=O)(=O)c3c(C)cc(C)cc3C)c(=O)[nH]c2c1,0.2,4.9,-2.6,-0.2,14.8,14.0,-2.1,-4.3,96.1
Oc1ccc(NCc2cccc(OCc3ccccc3)c2)cc1,0.2,-4.8,9.6,3.8,5.8,-21.2,7.2,-1.5,94.0
CCOCCOC(=O)c1cccc2c1-c1ccccc1C2=O,0.0,2.6,7.7,-3.6,3.4,1.1,3.7,-1.2,105.3
CCN(CC)C(=O)N1CCC(NC(=O)Cc2ccccc2)CC1,-0.1,13.8,1.1,1.1,-0.3,0.6,5.0,-1.8,106.2
c1ccc(Cn2c(-c3cncs3)nc3ccccc32)cc1,0.2,8.1,4.6,4.1,2.9,18.1,6.5,1.0,92.7
COc1ccc(-c2cc(=O)oc(-c3cccc(C)c3)n2)cc1,0.0,7.8,9.8,2.8,-8.6,-11.3,0.5,0.0,108.8
Cc1ccc(CCNC(=O)CCNS(=O)(=O)c2ccc3c(c2)oc(=O)n3C)cc1,-0.1,1.8,3.0,-3.2,3.5,-2.2,-1.2,-2.4,89.4
COc1ccc(N(CC(=O)NC2CCCCC2)C(=O)CCCC(=O)Nc2ccccn2)cc1,0.0,4.0,3.5,-2.5,-4.3,-8.2,1.8,-0.9,94.7
CC(CCc1ccccc1)NC(=O)CCC(=O)N1CCC(C(N)=O)CC1 (stereo not drawn),-0.2,3.3,-0.5,-3.6,-2.2,8.2,-10.8,0.1,94.8

# The list goes on; it opens with the three that closed the last part.
SMILES,Efflux pump inh,ZTA counter,BCLXL inh,Fam108B counter,GLD-1 TGE inh,EBNA-1 inh,MCL1 BIM primary,MEX-5 binding,Yeast superoxide
Cc1ccc(CCNC(=O)CCNS(=O)(=O)c2ccc3c(c2)oc(=O)n3C)cc1,-0.1,1.8,3.0,-3.2,3.5,-2.2,-1.2,-2.4,89.4
COc1ccc(N(CC(=O)NC2CCCCC2)C(=O)CCCC(=O)Nc2ccccn2)cc1,0.0,4.0,3.5,-2.5,-4.3,-8.2,1.8,-0.9,94.7
CC(CCc1ccccc1)NC(=O)CCC(=O)N1CCC(C(N)=O)CC1 (stereo not drawn),-0.2,3.3,-0.5,-3.6,-2.2,8.2,-10.8,0.1,94.8
O=C(NCCO)C(=O)Nc1cc2c3c(c1)CCC(=O)N3CCC2,0.0,-14.0,-2.2,2.4,6.5,-5.0,6.3,1.3,93.1
CCOc1cc(C2NN=C(c3ccc(C)cc3)S2)ccc1O (stereo not drawn),0.0,14.9,11.7,25.0*,8.5,-2.9,9.8,.,95.5
CCOC(=O)c1cnn(-c2ccccc2)c1-n1cccc1C(=O)C(=O)Nc1ccccc1C(F)(F)F,-0.2,5.8,-2.0,-4.0,4.9,1.5,2.3,1.3,77.9
O=C(Nc1ccc2c(c1)N(Cc1ccccc1)C(=O)c1ccccc1S2)NC1CC1,-0.1,-8.4,0.5,-13.8,1.9,-2.9,1.6,-0.2,90.6
CC(=O)Nc1cccc(NC(=O)COc2ccc3c(c2)OCO3)c1,0.1,2.0,1.5,3.3,18.3,1.8,3.0,0.5,99.2
CCCC(C)C(=O)N(Cc1ccccc1)c1ccccn1 (stereo not drawn),0.0,-4.0,1.3,-4.1,0.2,7.0,-1.0,1.5,92.1
COC(CNC(=O)Cn1ncc2ccsc2c1=O)OC,0.0,13.9,8.3,-0.5,3.6,6.6,9.0,1.6,97.9
CN(C)c1ccc(/C=N/NC(=O)c2ccc(-n3cnnn3)cc2)cc1,0.5,7.3,-0.2,.,-4.4,.,-0.8,.,131.2
CCOC(=O)C1=C(C)N(C)C(=O)C1CC(=O)O (stereo not drawn),0.0,-0.4,9.7,1.4,-0.2,0.3,3.9,1.7,88.9
O=C(CN1CCC(C(=O)c2ccc3c(c2)OCCO3)CC1)NC1CCCC1,4.4,-10.4,3.9,-2.6,0.7,0.4,2.0,.,91.9

# Exported with tabs: entries from further up
SMILES	Efflux pump inh	ZTA counter	BCLXL inh	Fam108B counter	GLD-1 TGE inh	EBNA-1 inh	MCL1 BIM primary	MEX-5 binding	Yeast superoxide
CCOC(=O)C1=C(C)N(C)C(=O)C1CC(=O)O (stereo not drawn)	0.0	-0.4	9.7	1.4	-0.2	0.3	3.9	1.7	88.9
CC(=O)Nc1cccc(NC(=O)COc2ccc3c(c2)OCO3)c1	0.1	2.0	1.5	3.3	18.3	1.8	3.0	0.5	99.2
O=C(CN1CCC(C(=O)c2ccc3c(c2)OCCO3)CC1)NC1CCCC1	4.4	-10.4	3.9	-2.6	0.7	0.4	2.0	.	91.9

# (further entries)
SMILES,Efflux pump inh,ZTA counter,BCLXL inh,Fam108B counter,GLD-1 TGE inh,EBNA-1 inh,MCL1 BIM primary,MEX-5 binding,Yeast superoxide
O=C(COC(=O)c1cc(S(=O)(=O)N2CCCCC2)ccc1N1CCOCC1)c1ccc(Cl)cc1,0.0,-3.3,0.3,-1.6,8.9,1.3,1.1,-2.8,101.3
Cc1nc(NN)nc(NCc2ccccc2)n1,-0.2,-3.7,-0.1,-3.1,-0.4,-4.6,0.3,0.7,106.8
O=C(CSc1nc2ccccc2o1)NC(=O)NCc1ccco1,-0.1,3.7,4.3,3.5,5.3,-1.7,1.7,-1.0,97.3
O=C(CN1CCN(Cc2ccccc2)CC1)N/N=C\C=C/c1ccco1,-0.3,-14.4,8.6,0.2,9.6,-10.4,22.0,0.9,117.2
COc1ccc(OC)c(C(=O)COC(=O)c2ccccc2O)c1,0.0,14.9,0.2,-3.4,-7.1,9.6,6.9,0.4,96.6
NC(=O)c1nn(CC(=O)Nc2cccc(S(=O)(=O)N3CCCC3)c2)c(=O)c2ccccc12,0.0,-16.1,-8.9,.,-3.1,.,-14.4,.,116.0
CC(C)(C)c1ccc(OCCC(=O)OCC(=O)Nc2ccc(N3CCOCC3)cc2)cc1,0.3,8.4,-1.8,2.8,0.2,-10.5,-3.0,-5.6,102.7
O=C(C[n+]1cc(-c2ccc(Cl)c(Cl)c2)n2c1CCC2)N1c2ccccc2Sc2ccccc21,4.3*,19.7,-3.6,2.7,3.2,0.7,-3.4,-0.7,112.2
COCCCNC(=O)C(=O)Nc1cc2c3c(c1)CCN3C(=O)CC2,0.2,-1.2,0.7,2.9,2.2,-17.6,2.6,-1.0,91.2
CC1CCN(CCNC(=O)c2ccc(NC(=O)C3CCCO3)cc2)CC1 (stereo not drawn),-0.2,-25.1,-1.4,1.8,0.0,-9.0,3.9,-0.9,95.8
COC(=O)c1c(NC(=O)COC(=O)c2ccc(O)cc2)sc2c1CCCCC2,0.1,-20.4,-4.0,-27.0,3.9,8.0,-6.4,-0.2,84.6
CC(=O)Nc1ccc2c(c1)C(=O)c1ccccc1C2=O,0.0,-1.6,18.0,6.5,3.4,11.3,10.5,-0.6,115.4
COCCNC(=O)/C(C#N)=C/c1cccc(NC(=O)c2ccccc2Cl)c1,-0.3,4.8,3.8,-5.5,9.4,13.2,8.4,0.2,93.0
CNC(=O)OC(C)CNS(=O)(=O)c1ccc(C)cc1 (stereo not drawn),0.0,-0.2,1.1,-7.9,1.3,2.0,-1.5,-1.0,108.0
CC(=O)Oc1ccc(C(=O)O)c(OC(C)=O)c1,0.0,4.7,5.3,-2.6,4.5,9.4,10.7,1.7,115.5
CC[n+]1c(/C=C/c2ccc(OC)c(OC)c2)ccc2ccccc21,0.7*,-19.3,-11.4,0.1,-107.3,-2.6,-18.8,8.6,105.8
O=C(CCC(=O)Nc1ccccc1Cl)NNC(=O)c1ccccc1[N+](=O)[O-],0.2,6.9,4.3,-7.4,3.7,-3.9,1.1,-0.2,110.9
c1ccc(CSc2nnnn2-c2cccc3ccccc23)nc1,0.0,5.2,5.6,6.5,1.4,1.6,1.8,0.1,99.4
CCC(C)NC(=O)NCc1ccccc1F (stereo not drawn),0.0,-4.7,-0.9,-1.4,5.5,-4.1,-4.4,0.8,100.2
c1ccc(-n2cc(CN3CCCC3)c(-c3ccc4c(c3)OCO4)n2)cc1,0.1,-10.7,2.0,-1.0,5.4,-2.1,7.3,-0.3,92.7
O=C(CCOc1ccccc1)Nc1ccnn1C1CCN(Cc2ccc(CO)o2)CC1,0.6,-11.9,1.6,3.5,1.7,-9.9,3.0,-0.4,90.9
COc1ccc(/C=C/C(=O)NCC(c2ccc(F)cc2)N2CCOCC2)cc1OC (stereo not drawn),0.1,-20.9,-2.2,1.9,2.1,-5.8,-4.5,0.2,92.0
OCC1(CCOc2ccccc2)CCN(Cc2ccc(OC(F)F)cc2)CC1,0.0,28.5,4.2,3.8,2.9,9.4,2.1,1.0,104.9
O=C(O)CCc1ccc(-c2cccs2)o1,-0.1,10.7,9.0,-0.3,0.9,8.4,19.7,-2.0,95.0
COc1ccccc1NC(=O)C(C)Sc1nc(-c2ccccc2)cn1N (stereo not drawn),-0.1,-3.4,-2.9,.,6.7,.,-1.7,.,106.9
CN(C)S(=O)(=O)c1cc(NC(=O)CN2CCN(c3ccc(O)cc3)CC2)ccc1Cl,0.1,13.0,19.1,-6.1,5.1,-1.6,15.3,0.9,113.7
COc1ccc(S(=O)(=O)N2CCN(C(=O)C3CCCCC3)CC2)cc1,0.5,10.4,-1.4,-0.4,0.4,7.0,-7.5,-0.3,98.5
C=CCN(CC=C)C(=O)CN1C(=O)c2ccccc2C1=O,0.1,-16.6,4.8,3.1,-0.4,-0.7,0.0,0.4,104.0
Cc1ccc(C2=NN(C(=O)CSc3nnnn3C)C(c3ccco3)C2)cc1 (stereo not drawn),-0.3,-7.8,-1.9,.,-3.3,.,-4.4,.,94.1
CSc1ccc(CNCCN2CCOCC2)cc1,-0.1,9.8,3.2,2.0,1.8,-5.5,-6.3,0.7,95.7

# From PubChem
